Assay outcomes (PubChem)
BLM inh = blocks DNA unwinding by human BLM helicase. 350,000 compounds, 0.2% hits. AID 2528. P54132. Potency, µM (titrated, usually from 56.1 µM), for the others: at the highest dose activity change, negative = inhibition, actives largely listed as inhibitors. recombinant BLM DNA unwinding, fluorescence dequenching;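 note: plate controls were vehicle for no effect and no enzyme for full effect; nearly all actives have a fitted effect of over 35% in size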
G9a inh = blocks human histone lysine methyltransferase G9a; Q96KQ7; G9a H3K9 monomethylation, AlphaScreen, 2 h; Potency, µM (titrated, usually from 102 µM), without a hit: top-dose activity, negative = inhibition, hits mostly inhibitors; 350,000 compounds, 8.8% hits; AID 504332; note: % is set by controls: 0 for no effect and ±100 for the full control effect; nearly all actives have a fitted effect of over 75% in size
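Signal arises when biotinylated H3K9 peptide, once monomethylated, bridges streptavidin donor and antibody-captured acceptor beads. Enzyme at 20 nM was preincubated 15 min with test compounds; peptide 500 nM and SAM 20 uM then reacted for 2 h.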
JMJD2A Tudor = blocks the human JMJD2A Tudor domain; AlphaScreen JMJD2A-Tudor / H3K4me3 peptide binding; Potency, µM (top dose mostly 114 µM), inactives show at the highest dose activity change, negative = inhibition, actives largely listed as inhibitors; 390,000 compounds, 4.4% hits; AID 504339; note: % is set by controls: 0 for no effect and ±100 for the full control effect; nearly all actives have a fitted effect of over 50% in size
Pol iota inh = inhibitors of human DNA polymerase iota; Q9UNA4; Pol iota fluorescent replication assay, 10 min; Potency, µM (titrated, usually from 115 µM), without a hit: at the top dose activity, negative = inhibition, hits mostly inhibitors; 390,000 compounds, 1% hits
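Fluorescent replication assay read twice, at 0 min and 10 min after adding 50 nM (final) substrate. Enzyme (10 nM) and compounds were first incubated 15 min at room temperature; enzyme-free buffer wells were negative controls.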
PGK inhibitor = blocks T. brucei phosphoglycerate kinase; P07378; PGK/GAPDH coupled, Kinase-Glo luminescence, 60 min; 380,000 compounds, 0.043% hits; Potency, µM (series often up to 57.5 µM), for the others: at the highest dose activity change, negative = inhibition, hits mostly inhibitors; note: % is set by controls: 0 for no effect and ±100 for the full control effect; nearly all actives have a fitted effect of over 60% in size
Target sequence (P07378 whole entry, looked up): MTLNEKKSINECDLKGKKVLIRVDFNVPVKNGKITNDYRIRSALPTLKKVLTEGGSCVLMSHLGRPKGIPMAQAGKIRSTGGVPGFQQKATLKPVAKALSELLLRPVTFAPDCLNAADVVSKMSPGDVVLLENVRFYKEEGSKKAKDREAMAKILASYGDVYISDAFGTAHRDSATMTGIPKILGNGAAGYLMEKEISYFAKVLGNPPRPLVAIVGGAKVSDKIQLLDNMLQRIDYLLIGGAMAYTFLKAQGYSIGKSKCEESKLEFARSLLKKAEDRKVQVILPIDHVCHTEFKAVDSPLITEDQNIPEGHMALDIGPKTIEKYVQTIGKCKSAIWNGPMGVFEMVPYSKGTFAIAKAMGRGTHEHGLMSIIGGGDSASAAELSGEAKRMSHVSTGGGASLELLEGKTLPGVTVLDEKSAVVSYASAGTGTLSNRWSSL
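Luminescent ATP detection (Kinase-Glo Plus) follows a 60-minute room-temperature incubation, with wells lacking PGK as controls. Buffer: 100 mM TEA (pH 7.6), 5 mM MgCl2, 0.01% Tween-20. Coupling enzyme GAPDH (100 nM final) supplies unstable 1,3-BPG in-well.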
BAZ2B block = inhibitors of human BAZ2B bromodomain; Q9UIF8; AlphaScreen BAZ2B-H3K14Ac peptide displacement; Potency, µM (titrated, usually from 114 µM), inactives show top-dose activity change, negative = inhibition, usual class: inhibitors; 360,000 compounds, 4.4% hits; AID 504333; note: % is set by controls: 0 for no effect and ±100 for the full control effect; nearly all actives have a fitted effect of over 60% in size
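Inhibition is scored as reduced AlphaScreen emission. The BAZ2B/b-H3(5-23)K14Ac complex (50 nM each) in PBS pH 7.4, 0.01% Tween-20 meets compound (up to 110 uM) for 30 min at RT before bead addition.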
GLS inh = glutaminase GLS (human) inhibition | GLS enzymatic activity, qHTS titration | Potency, µM (series often up to 45.5 µM), inactives show top-dose activity change, negative = inhibition, usual class: inhibitors | 410,000 compounds, 0.21% hits; note: % is set by controls: 0 for no effect and ±100 for the full control effect
Target sequence (O94925 whole entry, looked up): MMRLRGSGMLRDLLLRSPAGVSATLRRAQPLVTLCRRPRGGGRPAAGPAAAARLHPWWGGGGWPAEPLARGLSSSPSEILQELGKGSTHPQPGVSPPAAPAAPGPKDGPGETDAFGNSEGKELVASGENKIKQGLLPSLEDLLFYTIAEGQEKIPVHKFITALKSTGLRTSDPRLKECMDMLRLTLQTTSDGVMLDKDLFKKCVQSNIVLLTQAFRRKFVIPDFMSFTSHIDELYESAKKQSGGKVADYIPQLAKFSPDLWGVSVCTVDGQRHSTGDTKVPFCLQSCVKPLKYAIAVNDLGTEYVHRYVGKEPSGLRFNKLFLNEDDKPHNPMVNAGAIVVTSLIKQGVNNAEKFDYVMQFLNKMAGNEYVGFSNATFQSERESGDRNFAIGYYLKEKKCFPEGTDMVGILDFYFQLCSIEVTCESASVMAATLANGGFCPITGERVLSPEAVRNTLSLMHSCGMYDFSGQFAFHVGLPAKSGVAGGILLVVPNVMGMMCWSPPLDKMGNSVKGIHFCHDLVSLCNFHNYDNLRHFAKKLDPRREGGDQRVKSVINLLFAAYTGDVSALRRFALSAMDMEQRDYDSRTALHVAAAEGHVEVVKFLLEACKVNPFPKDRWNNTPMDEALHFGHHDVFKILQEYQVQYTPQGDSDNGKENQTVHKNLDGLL
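Coupled fluorescence readout: glutamate oxidase/HRP/Amplex Red detect glutamate formed by hKGA from L-glutamine (1 mM solution added). Buffer 45 mM KH2PO4 pH 8.2, 0.02% Tween-20; reads at t0 and 30 min RT.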
HP1b binding inh = HP1-beta chromodomain-methylated histone interaction inhibition | AlphaScreen HP1-beta / biotin-H3K9me3 peptide binding | Potency, µM (highest dose often 114 µM), inactives show top-dose activity change, negative = inhibition, hits mostly inhibitors | 390,000 compounds, 0.56% hits | AID 540317; note: nearly all actives have a fitted effect of over 70% in size; inactives centre near 23
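HP1-beta protein (50 nM final) preincubated 30 min at room temperature with biotinylated H3(1-18)K9me3 peptide (50 nM) in PBS pH 7.4, 0.01% Tween-20, then compound added for 30 min. AlphaScreen streptavidin donor/nickel chelate acceptor beads (10 ug/mL final), 30 min dark, luminescence read.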
Pin1 inhibitor = blocks the human prolyl isomerase Pin1; Pin1 FP peptide displacement, HiFluor488, 10 min; Q13526; 390,000 compounds, 0.009% hits; AID 504891; Potency, µM (titrated, usually from 115 µM), for inactives: top-dose activity, negative = inhibition, actives largely listed as inhibitors; active = well fitted inhibition curve with a large enough effect in the polarisation, with a control signal flat, not every such curve was filed as active; inconclusive = small, poorly fitted or top-dose-only effect, or effect the other way, or a change in a side signal; inactive = no such curve, though single readings can be large or run the other way; the % refers to the polarisation; note: % is set by controls: 0 for no effect and ±100 for the full control effect
Numbers without * were called inactive; i = inactive; ? = inconclusive; · = no result given; & = joins results of further samples; ! = repeats disagree; [ ] = dose if it differs, or a comment. Unless noted, calls come from the whole dose curve; as a rule, active = well fitted curve in the direction sought with a large enough effect; inconclusive = small, poorly fitted or top-dose-only effect, or another doubt; inactive = no such curve, though single readings can be large; an effect the other way counts as inactive or inconclusive. Potency is the fitted concentration of half-maximal effect. A portion of the library; rates above refer to the full screens.

SMILES	BLM inh	G9a inh	JMJD2A Tudor	Pol iota inh	PGK inhibitor	BAZ2B block	GLS inh	HP1b binding inh	Pin1 inhibitor
Cc1noc(C)c1COC(=O)C1(c2cccc(F)c2)CCCC1	-4%	25%[59 µM]	95%[activator]	-1%	0%	156%[activator]	-2%	206%	2%
COc1ccc(NC(=O)C2Cc3cc(S(=O)(=O)N4CCCCC4)ccc3N2C(C)=O)cc1Cl (stereo not given)	-9%	-8%	-8%	14%	4%	-17%	5%	29%	13%
C/C=C/c1ccc(O)c(OC)c1	-8%	10µM*!	-31%	2%	-3%	?	22%&-2%	?	0%
O=C(NCc1ccccc1Br)C1CCCN(C(=O)N2CCOc3ccccc32)C1 (stereo not given)	-1%	-22%[59 µM]	-5%	-2%	-2%	-1%	-3%	24%	-6%
Cc1cccc(Nc2c(-c3ccsc3)nc3nc(C)cc(C)n23)c1	-3%	-25%[59 µM]	4%	-12%	-2%	5%	15%	21%	-2%
CCOc1ccc(-c2cn3c(n2)sc2cc(C(=O)NC4CCCc5ccccc54)ccc23)cc1 (stereo not given)	0%	56%[activator][59 µM]	68%[activator]	-6%	i	35%[activator]	-9%	139%[activator]	-11%
N#Cc1ccccc1S(=O)(=O)N1CCN(CC(O)c2ccccc2)CC1 (stereo not given)	-3%	16µM*	2.2µM*	70%[activator]	8%	50µM*	28%	45µM*	-7%
CC(C)OC(=O)c1cccc(C(=O)O)n1	-7%	2.5µM*	7.1µM*	?	8%	?	5%	6%	-7%
O=C(CC1Oc2ccccc2NC1=O)NCc1ccc(Cl)cc1 (stereo not given)	-2%	?	-9%	41%[activator]	i	7%	3%	52%[activator]	6%
CCNc1ncnc2c1cnn2C1CCCCO1 (stereo not given)	·	·	-4%	10%	-8%	·	-2%	32%	-12%
Cc1oc2cc3oc(=O)c(CCC(=O)NCc4ccccn4)c(C)c3cc2c1C	3%	?	-14%	20%	-6%	-26%	3%	18%	-12%
COc1cccc(-c2csc(N3CCN(C(=O)C4CCCCC4)CC3)n2)c1	-11%	14µM*	?	15%	5%	?	16%	-26%	23%
Cc1cn2c(-c3cccnc3)nnc2s1	-1%	-2%[59 µM]	-22%	30%	-5%	9%	-1%	21%	-5%
COc1ccccc1OC(=O)c1cc(Cl)nc2ccccc12	-3%	-4%[59 µM]	20%	?	·	28%	18%	34%	-1%
COc1ccc(OC)c(S(=O)(=O)N2CCC(C(=O)Nc3cccc(C)c3)CC2)c1	1%	20%[12.7 µM]	-15%	0%	4%[11.5 µM]	8%	5%	23%	-5%
COc1cccc(/C=c2\s/c(=C\C(=O)C(C)(C)C)[nH]c2=O)c1	0%	-3%	-10%	155%[activator]	0%	-6%	3%	24%	15%
CCOc1ccc(NC(=O)NNC(=O)c2ccc(Cl)cc2Cl)cc1	3%	11%	-10%	18%	i	-5%	-8%	42%[activator]	-1%
CN(Cc1ccccc1)C(=O)CN1C(=O)c2ccccc2C1=O	-11%	?	0%	65%[activator]	-5%	-1%	-1%	32%	1%
Cc1cc(OCC(=O)OCC(=O)Nc2cccnc2Cl)ccc1Cl	·	6%	-1%	40%[activator]	-2%	?	0%	32%	-4%
O=C(CSc1ccc(-c2ccco2)nn1)N1CCCCC1	3%	22µM*	-5%	114%[activator]	-13%	?	-16%	24%	3%

Individual results from above:
O=C(CC1Oc2ccccc2NC1=O)NCc1ccc(Cl)cc1 (stereo not given) in BLM inh is listed with -2%
Cc1cn2c(-c3cccnc3)nnc2s1 in Pol iota inh is listed with 30%
Cc1noc(C)c1COC(=O)C1(c2cccc(F)c2)CCCC1 in BLM inh is listed with -4%
CCNc1ncnc2c1cnn2C1CCCCO1 (stereo not given) in Pol iota inh is listed with 10%

Other entries follow:
SMILES	BLM inh	G9a inh	JMJD2A Tudor	Pol iota inh	PGK inhibitor	BAZ2B block	GLS inh	HP1b binding inh	Pin1 inhibitor
O=C(Cn1nnc(-c2ccccc2F)n1)OCC(=O)c1ccccc1	-7%	?	-7%	104%[activator]	-9%	36%	2%	13%	1%
C=CCSc1nc(C)cc2c1C(=O)OC2	-1%	5%	-17%	13%	-4%	6%	3%	46%[activator]	-8%
Cc1ccc(S(=O)(=O)N2CCCC2C(=O)Nc2cc(C)on2)cc1 (stereo not given)	-1%	4%	-15%	13%	1%	17%	12%	33%	3%
CC(C)CCNC(=O)CO/N=C/c1ccccc1OC(F)F	5%	12%	-9%	14%	4%	5%	16%	24%	4%
O=C1NC2c3c(I)sc(I)c3C(=O)C2O1 (stereo not given)	·	·	-23%	-4%	-4%	·	8%	25%	?
Cc1cccc(NC(=O)c2ccc3oc(=O)c(S(=O)(=O)c4ccc(F)cc4)cc3c2)c1C	-2%	33%[59 µM]	-14%	33%	-1%	24%	-9%	54%[activator]	-8%
COc1cccc(-c2nc(N3CCCC3)c3ccccc3n2)c1O	-1%	·	?	21%	2%	?	3%	-9%	-23%
N#Cc1c(-c2ccccc2)nc(SCC(=O)NC2CCCCC2)[nH]c1=O	-2%	-46%	-3%	-15%	1%	14%	12%	24%	0%
Cc1ccc(/C=N/NC(=O)c2nnn(-c3nonc3N)c2C(C)C)o1	-2%	?	12%	16%	6%	-29%	5%	62%[activator]	0%
Cc1cc(C)cc(N2CC(O)Cn3c2nc2c3c(=O)[nH]c(=O)n2C)c1 (stereo not given)	-3%	-6%	-11%	-15%	·	-19%	1%	24%	2%
O=C(Nc1cccc2ncccc12)c1cccc(Br)c1	-2%	-23%	-6%	28%	5%	4%	-8%	6%	6%
CSc1ccc(/C=C(/NC(=O)c2ccco2)C(=O)N2CCOCC2)cc1	-1%	14%	-2%	28%	-2%	-12%	2%	20%	-6%
COc1ccccc1-c1noc(-c2ccncc2)n1	1%	3%[59 µM]	4%	1%	-5%	10%	-2%	38%	0%
COc1cccc(OC)c1C(=O)Nc1sc2c(c1C#N)CCC2	-5%	·	-21%	13%	0%	55%[activator]	-2%	28%	2%
O=C(CN1CCc2ccccc2C1)Nc1ccccc1Cl	-9%	71%[activator]	48%[activator]	-13%	i	41%[activator]	9%	87%[activator]	-1%
COCc1cc(C)nc2sc(C(=O)NC3CCCCC3)c(N)c12	-5%	?	-13%	27%	-3%	-5%	-5%	39%	1%
CCCCNC(=O)COc1ccccc1C(=O)c1cc(C#N)c(=O)n(CCOC)c1	4%	-3%[59 µM]	1%	19%	4%	14%	4%	-2%	0%
COc1ccc(CCC(=O)NCCOc2ccc(C)cc2)cc1	-13%	17%[2.33 µM]	-8%	20%	-5%	-5%	-14%	37%	2%
Cc1cccc(NC(=S)/N=C(\N)Nc2nc(C)c3cc(C)ccc3n2)c1	27%	7%	-27%	-7%	-1%	1%	2%	23%	44%[activator]
Cc1ncoc1C(=O)NC1CCCc2c1cnn2-c1ccc(C(C)(C)C)cc1 (stereo not given)	-4%	3%	-22%	16%	i	-28%	7%	-2%	-4%
O=C(CSc1nc2cccnc2n1Cc1ccccc1)NC1CCCCC1	-3%	?	-3%	32%[activator]	3%	6%	-1%	43%	1%
CCOC(=O)C1CCN(C(=O)C(C)N(c2ccc(Oc3ccccc3)cc2)S(C)(=O)=O)CC1 (stereo not given)	-5%	7%	-3%	29%	-9%	2%	-10%	35%	-3%
CC(C)C(NS(=O)(=O)c1ccc2c(c1)oc(=O)n2C)C(=O)NCCc1ccccc1 (stereo not given)	-3%	-31%[59 µM]	-10%	-5%	7%	-10%	-2%	40%[activator]	2%
Cc1cc(C)nc(SCC(=O)N2CCOCC2)n1	-2%	14%[59 µM]	-7%	15%	·	10%	0%	16%	0%
CCCN(C(=O)Cn1cc(S(=O)(=O)N2CCN(c3ccccc3F)CC2)c2ccccc2c1=O)c1cccc(C)c1	-6%	-29%[59 µM]	-9%	29%	-2%	-10%	-2%	27%	4%
CC(=O)Nc1ccc(S(=O)(=O)Nc2ccccc2C(=O)N2CCCCCC2)cc1	-1%	2%	-18%	6%	-7%	-26%	-4%	11%	0%
Cc1cc(C)n(S(=O)(=O)c2ccc3ccccc3c2)n1	0%	-12%[12.7 µM]	8%	8%	-4%	11%	1%	20%	-1%
O=C(O)CN1C(=O)C(=O)N(Cc2ccc(C(F)(F)F)cc2)C1=O	-6%	-37%	-2%	23%	i	-21%	-1%	56%[activator]	6%
COc1cc(NC(=O)COc2ccccc2Cl)ccc1NC(=O)C(C)C	-6%	30%	0%	6%	-1%	-10%	1%	36%	0%
O=C(CN1CCN(c2ccccn2)CC1)Nc1cccc(S(=O)(=O)N2CCOCC2)c1	-15%	·	-18%	28%	6%	-7%	-1%	-4%	-10%

Whole records from above:
Results for CCCN(C(=O)Cn1cc(S(=O)(=O)N2CCN(c3ccccc3F)CC2)c2ccccc2c1=O)c1cccc(C)c1 : BLM inh = -6%; G9a inh = -29%[59 µM]; JMJD2A Tudor = -9%; Pol iota inh = 29%; PGK inhibitor = -2%; BAZ2B block = -10%; GLS inh = -2%; HP1b binding inh = 27%; Pin1 inhibitor = 4%
Results for CC(=O)Nc1ccc(S(=O)(=O)Nc2ccccc2C(=O)N2CCCCCC2)cc1 : BLM inh = -1%; G9a inh = 2%; JMJD2A Tudor = -18%; Pol iota inh = 6%; PGK inhibitor = -7%; BAZ2B block = -26%; GLS inh = -4%; HP1b binding inh = 11%; Pin1 inhibitor = 0%
Results for Cc1cc(C)nc(SCC(=O)N2CCOCC2)n1 : BLM inh = -2%; G9a inh = 14%[59 µM]; JMJD2A Tudor = -7%; Pol iota inh = 15%; PGK inhibitor = ·; BAZ2B block = 10%; GLS inh = 0%; HP1b binding inh = 16%; Pin1 inhibitor = 0%

By substructure, those above containing a COOH group
SMILES	BLM inh	G9a inh	JMJD2A Tudor	Pol iota inh	PGK inhibitor	BAZ2B block	GLS inh	HP1b binding inh	Pin1 inhibitor
CC(C)OC(=O)c1cccc(C(=O)O)n1	-7%	2.5µM*	7.1µM*	?	8%	?	5%	6%	-7%
O=C(O)CN1C(=O)C(=O)N(Cc2ccc(C(F)(F)F)cc2)C1=O	-6%	-37%	-2%	23%	i	-21%	-1%	56%[activator]	6%
